A549 viability: Nrf2 qHTS screen for inhibitors: counterscreen for cytotoxicity. A549 ARE-Fluc cells, CellTiter-Fluor viability, 18-24 h. Potency, µM (titrated, usually from 46 µM), for inactives: at the top dose activity change, negative = cytotoxicity, usual class: inhibitors. 0.16% of 390,000 active. AID 504648, 2011; note: potency is the fitted concentration of half-maximal effect; % is set by controls: 0 for no effect and ±100 for the full control effect
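Cytotoxicity counterscreen: CellTiter-Fluor fluorescence was measured in A549 ARE_Fluc cells after 18-24 h of compound exposure in a concentration series. The subsequent BugLite luminescent read reports ARE-luciferase activity.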
Nrf2 inh: Nrf2 qHTS screen for inhibitors. Potency, µM (top dose mostly 46 µM), for the others: top-dose activity change, negative = inhibition, usual class: inhibitors. A549 ARE-Fluc reporter, luciferase luminescence, 18-24 h. 2.1% of 360,000 active; note: potency is the fitted concentration of half-maximal effect; % is set by controls: 0 for no effect and ±100 for the full control effect; nearly all actives have a fitted effect of over 60% in size
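In this cell-based qHTS, ARE-driven firefly luciferase in A549 cells reports Nrf2 activity; the luminescent signal after BugLite lysis is the measured value, with a prior CellTiter-Fluor read for cell health.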
EPAC2 antagonist: qHTS for Antagonist of cAMP-regulated guanine nucleotide exchange factor 2 (EPAC2): primary screen; EPAC2 GEF exchange of Rap1B-BODIPY-GDP, fluorescence; Potency, µM (titrated, usually from 114 µM), inactives show at the highest dose activity, negative = inhibition, usual class: inhibitors; 0.18% of 360,000 active; note: potency is the fitted concentration of half-maximal effect; % is set by controls: 0 for no effect and ±100 for the full control effect; nearly all actives have a fitted effect of over 45% in size; many of its hits are not listed in these tables
Target sequence (Q8WZA2 whole entry, looked up): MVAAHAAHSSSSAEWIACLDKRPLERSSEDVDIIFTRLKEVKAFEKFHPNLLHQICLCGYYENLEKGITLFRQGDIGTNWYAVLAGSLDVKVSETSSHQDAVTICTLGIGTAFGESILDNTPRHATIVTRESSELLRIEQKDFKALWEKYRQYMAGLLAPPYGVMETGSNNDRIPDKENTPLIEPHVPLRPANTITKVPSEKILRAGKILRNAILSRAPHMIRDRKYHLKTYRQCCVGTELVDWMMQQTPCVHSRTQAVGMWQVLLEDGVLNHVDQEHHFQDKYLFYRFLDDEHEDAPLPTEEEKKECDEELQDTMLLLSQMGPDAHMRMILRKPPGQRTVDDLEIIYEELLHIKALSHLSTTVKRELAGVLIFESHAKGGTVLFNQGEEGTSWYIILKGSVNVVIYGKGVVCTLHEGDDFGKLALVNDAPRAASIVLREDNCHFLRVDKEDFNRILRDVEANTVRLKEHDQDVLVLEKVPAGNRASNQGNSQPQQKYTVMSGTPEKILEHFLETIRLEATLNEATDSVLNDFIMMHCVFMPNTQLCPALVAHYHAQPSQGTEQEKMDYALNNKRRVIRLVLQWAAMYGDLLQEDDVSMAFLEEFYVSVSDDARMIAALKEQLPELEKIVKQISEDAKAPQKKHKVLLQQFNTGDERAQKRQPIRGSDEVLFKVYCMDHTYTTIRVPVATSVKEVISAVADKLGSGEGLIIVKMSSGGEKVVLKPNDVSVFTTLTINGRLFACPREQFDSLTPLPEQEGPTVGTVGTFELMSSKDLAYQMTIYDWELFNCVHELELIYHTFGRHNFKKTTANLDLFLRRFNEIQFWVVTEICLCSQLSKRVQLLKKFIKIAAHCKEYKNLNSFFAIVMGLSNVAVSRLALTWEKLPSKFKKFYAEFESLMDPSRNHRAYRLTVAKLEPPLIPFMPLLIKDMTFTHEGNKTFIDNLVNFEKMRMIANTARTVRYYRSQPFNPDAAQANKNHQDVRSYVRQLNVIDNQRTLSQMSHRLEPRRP
pAkt inh: HTS Assay for Inhibitors of Akt Phophorylation: Primary Screen; 0.32% of 360,000 active; Neuro2A IGF-stimulated pAkt S473 HTRF, 20 min; active compounds read low; AID 651550, 2012; activity change, % for hits at 50 µM; in the data active = activity change below about -80%; inconclusive = mostly about -51% to -80%; note: % is set by controls: 0 for no effect and ±100 for the full control effect
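Neuro2A cells (4,500/well, DMEM with 0.5% FBS) were treated with compound at a single 50 µM final concentration, stimulated with 6 nM IGF for 20 min at 37 °C, and lysed. Phospho-Akt Ser473 was read by HTRF as 665/615 ratio ×10^4.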
Nrf2 ARE act: qHTS of Nrf2 Activators | AREc32 ARE-luciferase reporter (MCF7-derived line), luminescence, 24 h | Potency, µM (doses to about 46.1 µM), inactives show at the top dose activation, actives largely listed as activators | 0.31% of 410,000 active; note: potency is the fitted concentration of half-maximal effect; % of control where 0% means no effect; nearly all actives have a fitted effect of over 65% in size
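Luminescent ARE reporter assay in AREc32_Fluc cells: overnight plating at 37 deg C, 24 hr compound incubation, Steady-Glo added, 30 min RT before reading.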
EPAC2 agonist: qHTS for Agonist of cAMP-regulated guanine nucleotide exchange factor 4 (EPAC2): primary screen; Rap guanine nucleotide exchange factor 4 (Homo sapiens), Q8WZA2; EPAC2 activation, biochemical qHTS; response scale: 100% = 6.5 mM cAMP response; Potency, µM (highest dose often 154 µM), for inactives: top-dose activation, hits mostly activators; 0.079% of 360,000 active; AID 720711, 2013; note: potency is the fitted concentration of half-maximal effect; nearly all actives have a fitted effect of over 50% in size
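Guanine nucleotide exchange by EPAC2 is measured as reduced fluorescence of BODIPY-GDP once it is released from 250 nM Rap1B. Plates are read kinetically for 30 min at room temperature; results are scaled to 6.5 mM cAMP.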
CCT chaperon mod: High-Throughput Screening for Modulators of Cytosolic Chaperonin Activity. purified chaperonin ATPase assay, HTRF ADP detection, 30 min. activity change, % (test concentration not listed), hits read low. 0.3% of 360,000 active. AID 651819, 2012; in the data active = activity change below about -30%; note: % is set by controls: 0 for no effect and ±100 for the full control effect
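We incubate TRiC, 40 or 20 nM final, with library compounds at 76 uM and 10 uM ATP for 30 min at 37 °C. ADP formed is detected with Transcreener HTRF reagents after 30 min at room temperature.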
TGFb SMAD3 inh: qHTS for Inhibitors of TGF-b | HepG2 CAGA-GFP TGF-b/SMAD3 reporter, GFP fluorescence, 18 h; TGF-beta stimulated, 500 pg/mL final | 1.2% of 410,000 active | Potency, µM (highest dose often 46.1 µM), inactives show at the highest dose activity, negative = inhibition, most hits filed as inhibitors; note: potency is the fitted concentration of half-maximal effect; % is set by controls: 0 for no effect and ±100 for the full control effect; nearly all actives have a fitted effect of over 65% in size
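First, reporter cells (HEPG2 CAGA-GFP) rested 2 h at 37 degrees C. Next, compounds were pinned in and TGF-beta added to 500 pg/mL final. After 18 h, GFP was imaged per cell and summed per well.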
MmCpn inh: Inhibitors of TCP-1 ring complex (TRiC) of Methanococcus maripaludis (MmCpn): qHTS. 0.031% of 330,000 active. Potency, µM (series often up to 76.9 µM), for the others: at the top dose activity, negative = inhibition, usual class: inhibitors. purified Mm-Cpn ATPase, ADP Transcreener TR-FRET; note: potency is the fitted concentration of half-maximal effect; % is set by controls: 0 for no effect and ±100 for the full control effect; nearly all actives have a fitted effect of over 80% in size
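Compound-treated chaperonin, 25 nM final, turns over 10 uM ATP at 37°C for 30 min following a 10 min preincubation; ADP generated competes with ADP-d2 for Eu-cryptate antibody, lowering FRET.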
* = called active by the depositor; i = inactive; ? = inconclusive; . = not tested or not shown; [ ] = dose if it differs, or a comment. Unless noted, calls come from the whole dose curve; as a rule, active = well fitted curve in the direction sought with a large enough effect; inconclusive = small, poorly fitted or top-dose-only effect, or another doubt; inactive = no such curve, though single readings can be large; an effect the other way counts as inactive or inconclusive.

Values run as follows: A549 viability, Nrf2 inh, EPAC2 antagonist, pAkt inh, Nrf2 ARE act, EPAC2 agonist, CCT chaperon mod, TGFb SMAD3 inh, MmCpn inh
COc1cccc(-n2c(Cn3nc(C(F)F)cc3C(F)F)n[nH]c2=S)c1
  6%, 3%, 19%, i, -0.5%, -4%, 2.3, ?, 0%
Cc1cccc(NC(=O)c2cnn(-c3ccccc3)c2C)c1C
  -2%, 12%, 5%, i, 2.5%, 6%, 2.2, 4%, 0%
O=C(COC(=O)C1(c2ccccc2)CCCC1)N1CCNC1=O
  4%, 0%, -6%, i, 3.0%, 9%, 0.4, 22%, 4%
CC(C)C(=O)Nc1cccc(C(=O)Nc2nncs2)c1
  3%, 14%, 5%, i, 0.4%, 4%, -1.4, 4%, 1%
CCNC(=O)CC1C(=O)N(c2ccccc2)C(=O)N1CCC(C)C (stereo not given)
  -15%, -17%, 5%, i, 0.1%, 12%, -3.5, -3%, -1%
CCOc1ccc(S(=O)(=O)c2cn(Cc3ccc(C)cc3)c3ccc(OC)cc3c2=O)cc1
  2%, 12%, ., ., 2.5%, ., ., -15%, .
Cc1ccc(Oc2nccc(-c3ccc(Cl)cc3)n2)cc1
  -5%, 13%, 6%[57.1 µM], i, -0.6%, -6%, -3.7, -11%, -4%
CC(=O)Nc1cccc(-c2ccnc3c2CC(C(=O)Nc2ccc(F)c(Cl)c2)O3)c1 (stereo not given)
  ., ., -26%, i, -0.6%[9.22 µM], 4%, -0.4, ?, .
Cc1ccc(O)c(NC(=O)c2cc(C)no2)c1
  1%, ?, 5%, i, 13µM*, 9%, 1.0, 18%, 5%
CCOc1ccc(S(=O)(=O)n2nc(C)cc2C)c2ccccc12
  -3%, 3%, 7%, i, -0.3%, 0%, 0.9, 1%, -1%
CCOC(=O)c1[nH]c(C=O)c(C(=O)OCC)c1C
  -3%, 12%, 2%, i, 2.7%, 2%, -4.2, -3%, ?
C=CCNC(=O)/C(=C\c1ccc([N+](=O)[O-])cc1)NC(C)=O
  -1%, ., -7%, i, -0.7%, -1%, -2.7, 16%, -2%
CCCn1c(C)cc(C(=O)COc2ccc(S(=O)(=O)N(CC)CC)cc2[N+](=O)[O-])c1C
  1%, ?, 1%, i, 2.0%, 9%, -0.9, -13%, 3%
O=C(CC1SC(N2CCCC2)=NC1=O)Nc1ccc(C(=O)NCc2ccccc2F)cc1 (stereo not given)
  ., ., 4%, i, -1.8%, 3%, 1.3, 7%, .
CC1(C(=O)NS(=O)(=O)c2cccc(Cl)c2)CCN1C(=O)CCc1ccccc1 (stereo not given)
  ., ., -18%, ., -0.2%, -2%, 0.5, -24%, .
N#Cc1c(SCc2c(Cl)cccc2Cl)nc(N)[nH]c1=S
  1%, 0%, -1%, i, -0.9%, 9%, -0.3, -1%, -3%
Cc1ccccc1-c1cnc2c(c1)C(=O)N([C@H](C)CO)C[C@@H](C)[C@H](CN(C)C(=O)c1ccncc1)O2
  ., ., 7%, i, 0.2%, 3%, -1.3, 0%, .
Cn1c(-c2ncc(F)cc2F)cc2onc(-c3c(F)cccc3Cl)c2c1=O
  -1%, ?, 0%, i, 8.4%, 16%, -4.1, -12%, 0%
Cc1nnc(NC(=O)CCCN2C(=O)c3ccccc3C2=O)s1
  11%, -14%, -3%, i, -0.5%, 12%, -3.6, -1%, 1%
CCN(CC)S(=O)(=O)c1ccc(N=Nc2c(C)[nH]n(C(N)=S)c2=O)cc1
  -9%, 11%, -4%, i, 2.8%, -1%, -6.6, -18%, -4%
O=C(Cn1nnc(-c2ccc3c(c2)OCO3)n1)NCc1ccccc1
  -3%, 1%, 9%, i, 0.3%, 10%, -3.4, -1%, 2%
CS(=O)(=O)N(CC(=O)NCc1ccco1)c1ccc2c(c1)OCO2
  0%, -22%, 2%, i, -0.3%, 0%, -0.2, 5%, 0%
CCCN1CCC(=O)N([C@H](CSc2ccc(Br)cc2)c2ccccc2)CC1
  1%, ?, -20%, i, 0.6%, 19%, 0.7, 0%, 0%
O=C(CSc1ccccc1)Nc1nnc(COc2ccc(Cl)cc2)s1
  3%, 2%, -9%, i, -0.2%, 16%, -2.7, 0%, 0%
COC(=O)c1ccccc1CON1C(=O)C(C)(C)N(OCc2ccccc2C(=O)OC)C(=O)C1(C)C
  3%, 5%, -4%, i, -0.4%, 12%, -0.2, -5%, 1%
COc1ccc2[nH]c3c(c2c1)CCNC3=O
  -2%, -9%, 14%, ., -0.5%, 2%, ., -7%, .
COC(=O)C1SCC2C(=O)N(Cc3ccccc3)CC(=O)N21 (stereo not given)
  4%, -11%, -3%, i, -0.1%, 7%, 0.4, 2%, 0%
CCOc1ccc2ncc(S(=O)(=O)c3ccccc3)c(N3CCN(c4ccc(OC)cc4)CC3)c2c1
  11%, -6%, 5%, i, -0.5%, 3%, 2.0, -7%, 1%
Cc1ccn(CC(=O)N2CCCC(N3CCN(c4ccccc4F)CC3)C2)n1 (stereo not given)
  -12%, 11%, 3%, i, -0.9%, 7%, 0.2, 2%, 2%
O=c1cc(CSc2ccc(Cl)cc2)nc(N2CCCCC2)[nH]1
  -4%, 15%, 0%, i, 0.2%, -3%, 0.2, 13%, 0%
CCN1CCN(CCNC(=O)CCc2c(C)c3c(C)nn(-c4ccccc4)c3n(C)c2=O)CC1
  ?, ?, 0%, i, 0.6%, 8%, -1.1, -1%, 0%
CCOC(=O)[C@@H]1[C@H]2COc3cc(OC)ccc3[C@H]2N2C(=O)N(c3ccc(C)cc3)C(=O)[C@@]12C
  -5%, -19%, -6%, i, -0.1%, 11%, -1.8, 0%, -3%
COc1ccc(C(=O)/C=C/c2ccccc2F)c(OC(=O)c2ccc([N+](=O)[O-])cc2)c1
  -2%, 2%, 10%, i, ?, 7%, 0.4, -16%, ?
NC(=O)CCN1CCCCC1
  10%, -2%, 5%, i, -0.1%, 1%, 0.0, -1%, 1%
CCOc1ccc(-c2cc3nc(C4CCN(C(=O)OC(C)(C)C)CC4)c(C(=O)Nc4cccc(Cl)c4C)cn3n2)cc1
  -6%, 23%, ., ., 3.7%, ., ., 0%, .
C#CC1(O)CCCC2C3CCC4CC(OC(C)=O)CCC4(C)C3C(=O)CC21C (stereo not given)
  -4%, 3%, -9%, i, 4.2%, 9%, -2.4, -9%, .
COc1ccc(CNC(=O)Cc2c(C)c3c(cc(C)c4c(C)coc43)oc2=O)cc1
  6%, 13%, ., ., -0.7%, ., ., -6%, .
CC(=O)N1CCC2(CC1)CC(=O)c1cc(OCC(=O)NCc3ccco3)ccc1O2
  16%, 14%, -1%, i, 0.1%, 10%, 0.6, -6%, 1%
C=CCn1c(CNc2ccc(C)cc2)nnc1SCC(=O)N/N=C/c1ccc(O)cc1O
  -4%, ., -1%, i, -1.4%, -5%, -3.2, ?, 0%
O=C(NC(=S)Nc1ccccn1)c1ccc([N+](=O)[O-])cc1
  6%, ?, 0%, i, 6.8%, -7%, -2.2, 0%, 2%
Cc1ccc(CNC(=O)CCc2c(C)c3cc4c(C)coc4cc3oc2=O)cc1
  10%, 19%, ., ., 8.2%, ., ., -27%, .
O=[N+]([O-])c1ccc(N2CCN(c3cccc(Cl)c3)CC2)cn1
  -22%, ?, 4%, i, -0.8%, 2%, -0.7, -1%, 4%
Cc1ccccc1NC(=O)CSc1nc2c(c(=O)n(C)c(=O)n2C)n1Cc1ccccc1F
  -5%, 3%, ., ., -0.4%, ., ., 2%, .
COCCn1c(=O)[nH]c2cc(C(=O)N3CCN(c4ccc(F)cc4)CC3)ccc2c1=O
  4%, -10%[9.27 µM], ., ., 0.2%, ., ., ?, .
CCN(CC)C(=S)Nc1ccc(Cl)c(Cl)c1
  10%, -2%, 14%, i, 0.0%, 5%, 1.1, 10%, 0%
CS(=O)(=O)N(CC(=O)N1CCN(c2ccccc2)CC1)c1ccccc1Cl
  15%, 0%, -2%, i, -0.7%, 8%, 1.0, 0%, .
CCCCNC(=O)O[C@@H]1C[C@H]2CCCC(=O)N3CC[C@@H](C1)[C@@H]23
  -3%, 3%, 0%, i, -0.2%, 5%, -1.4, ?, 0%
CCC(=O)N1CCN(c2nc(-c3ccccc3)c3c(c2C#N)CCCC3)CC1
  -8%, ?, -4%, ., 0.5%, 23%, -0.6, -10%, 0%
COc1ccc2[nH]c3c(c2c1)CCN1C(=O)C(CC(=O)NC(C)(C)C)C[C@H](C(=O)N2CCOCC2)[C@@]31CCC1CCCC1 (stereo not given in full)
  -3%, ?, -5%, i, -0.6%, 9%, -0.6, ?, -12%
CC(=O)CC1=NC(C)(C)Cc2ccccc21
  6%, -7%, -13%, i, -0.7%, -4%, -5.2, 11%, 1%

One compound at a time, as listed above. Order of screens: A549 viability | Nrf2 inh | EPAC2 antagonist | pAkt inh | Nrf2 ARE act | EPAC2 agonist | CCT chaperon mod | TGFb SMAD3 inh | MmCpn inh
Profile of O=[N+]([O-])c1ccc(N2CCN(c3cccc(Cl)c3)CC2)cn1 → -22% | ? | 4% | i | -0.8% | 2% | -0.7 | -1% | 4%
Profile of COCCn1c(=O)[nH]c2cc(C(=O)N3CCN(c4ccc(F)cc4)CC3)ccc2c1=O → 4% | -10%[9.27 µM] | . | . | 0.2% | . | . | ? | .

Not all compounds are listed; the hit share may differ from the screen's.
